Assay outcomes (PubChem BioAssay)
CHRM5 agonist – human M5 muscarinic receptor agonists, primary screen, CHO-K1 cells, Fluo-8 calcium fluorescence. Muscarinic acetylcholine receptor M5 (Homo sapiens), P08912. CHO-K1 hM5 cells; 0% DMSO wells, 100% maximal acetylcholine response. activation, % at 3 µM. 0.19% of 360,000 active;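 active = activation above the run's mean over test compounds plus 3 SD, cut at about 23% in these data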;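 note: signal is peak over basal fluorescence ratio across the kinetic read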
M4 ag – human M4 muscarinic receptor agonists, primary screen, CHO-K1 cells, Fluo-8 calcium fluorescence; AID 624127, 2012; activation, % at 3 µM; CHO-K1 hM4/Gqi5; vehicle 0%, full acetylcholine response 100%; Muscarinic acetylcholine receptor M4 (Homo sapiens), P08173; 0.14% of 360,000 active;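 active = activation above the run mean over all test wells plus 3 SD, cut at about 32% in these data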;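 note: peak over basal fluorescence ratio per well then scaled between controls; 0% = DMSO wells and 100% = acetylcholine at EC100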
Target sequence (P08173 whole entry, looked up): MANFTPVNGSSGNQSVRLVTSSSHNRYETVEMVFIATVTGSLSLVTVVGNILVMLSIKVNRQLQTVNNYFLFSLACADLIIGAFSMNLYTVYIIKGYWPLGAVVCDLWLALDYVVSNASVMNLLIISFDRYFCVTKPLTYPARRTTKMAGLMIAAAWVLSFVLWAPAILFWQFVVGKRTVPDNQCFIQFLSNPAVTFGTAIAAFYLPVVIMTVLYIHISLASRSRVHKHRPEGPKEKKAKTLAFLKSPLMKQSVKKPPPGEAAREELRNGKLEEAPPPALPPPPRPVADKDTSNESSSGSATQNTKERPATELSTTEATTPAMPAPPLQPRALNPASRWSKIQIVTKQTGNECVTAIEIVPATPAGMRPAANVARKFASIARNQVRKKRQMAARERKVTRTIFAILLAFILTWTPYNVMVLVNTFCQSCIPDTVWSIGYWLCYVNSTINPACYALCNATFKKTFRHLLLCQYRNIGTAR
CHRM1 PAM – human M1 muscarinic receptor positive allosteric modulators, primary screen, CHO-K1 cells, Fluo-8 calcium fluorescence, 1536-well | 0.088% of 360,000 active | AID 588819, 2011 | CHO-K1 hM1, ACh EC20; 0% = ACh EC20, 100% = maximal ACh | activation, % at 3 µM | Muscarinic acetylcholine receptor M1 (Homo sapiens), P11229; in the data active = activation above about 19%, passing the limit was not always enough
Target sequence (P11229 whole entry, looked up): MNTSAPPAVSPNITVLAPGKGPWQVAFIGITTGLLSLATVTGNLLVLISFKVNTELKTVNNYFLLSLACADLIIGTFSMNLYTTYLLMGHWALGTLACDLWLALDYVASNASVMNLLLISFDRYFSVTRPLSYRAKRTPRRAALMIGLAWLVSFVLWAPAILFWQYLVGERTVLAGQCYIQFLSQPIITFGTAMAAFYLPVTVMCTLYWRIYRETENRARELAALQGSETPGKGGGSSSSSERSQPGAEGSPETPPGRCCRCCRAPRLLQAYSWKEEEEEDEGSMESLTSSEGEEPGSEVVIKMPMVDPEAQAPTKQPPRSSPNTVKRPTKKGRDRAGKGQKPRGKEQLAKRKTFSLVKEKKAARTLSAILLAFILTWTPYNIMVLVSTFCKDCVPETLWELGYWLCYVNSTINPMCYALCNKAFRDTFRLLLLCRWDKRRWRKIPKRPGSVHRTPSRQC
M4 PAM – human M4 muscarinic receptor positive allosteric modulators, primary screen, CHO-K1 cells, Fluo-8 calcium fluorescence; Muscarinic acetylcholine receptor M4 (Homo sapiens), P08173; CHO-K1 hM4/Gqi5, ACh EC20; 0% = ACh EC20, 100% = maximal ACh; activation, % at 3 µM; 0.4% of 360,000 active; AID 624126, 2012;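 active = activation above its plate's cutoff, the mean activation of sample wells plus 3 SD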; note: some results filed as inactive read as strong as hits
CHRM5 PAM – human M5 muscarinic receptor positive allosteric modulators, primary screen, CHO-K1 cells, Fluo-8 calcium fluorescence; Muscarinic acetylcholine receptor M5 (Homo sapiens), P08912; CHO-K1 hM5, ACh EC20 PAM; 0% = ACh EC20, 100% = ACh EC100; activation, % at 3 µM; 0.3% of 360,000 active; AID 624038, 2012;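 active = activation above the run cutoff, the mean activation of all test compounds plus 3 SD, cut at about 18% in these data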
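Test system: CHO-K1 hM5 cells / Doses: single-point, 3 µM nominal / Times: Post-acetylcholine fluorescence recording 140 s / Technique: Fluo-8 calcium fluorescence / Measure: Max/basal fluorescence ratio as % of EC20–EC100 ACh window / Benchmarks: low control EC20 acetylcholine (0%), high control EC100 acetylcholine (100%) / Replicates: one well per compound, no replicates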
CRFBP-R2 block – antagonists of CRF-BP/CRF-R2 complex, primary screen, cell-based, HEK293, calcium dye fluorescence, uHTS; CRF-induced calcium fluorescence; inhibition, % at 11.8 µM; 0.59% of 350,000 active; AID 588475, 2011;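 active = inhibition of the ligand-induced calcium signal above about 50% at the single tested concentration, limit read from the data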
CHRM5 antagonist – human M5 muscarinic receptor antagonists, primary screen, CHO cells, Fluo-8 calcium fluorescence. Muscarinic acetylcholine receptor M5 (Homo sapiens), P08912. CHO-hM5 cells, ACh EC80. inhibition, % at 3 µM. 0.59% of 360,000 active;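 active = inhibition above a per-plate cutoff, the mean of that plate's test compounds plus 3 SD, cut at about 27% in these data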;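 note: 0% = acetylcholine EC80 with DMSO and 100% = DMSO without agonist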
CRFBP-R2 agonist – agonists of CRF-BP/CRF-R2 complex, primary screen, cell-based, HEK293, calcium dye fluorescence, uHTS | calcium dye fluorescence (FLIPR); percent of saturating CRF peptide response | 0.46% of 350,000 active | CRF-binding protein / CRF receptor 2 complex (human) | activation, % at 13.2 µM;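 active = activation of at least 50%, plus an integration ratio under a set limit after plate pattern correction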;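 note: plate controls were neutral control wells without compound for no effect and CRF at EC100 for full effect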
CHRM4 antagonist – human M4 muscarinic receptor antagonists, primary screen, CHO cells, Fluo-8 calcium fluorescence. Muscarinic acetylcholine receptor M4 (Homo sapiens), P08173. CHO-hM4 cells, ACh EC80. inhibition, % at 3 µM. 0.73% of 360,000 active;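 active = inhibition above its plate's cutoff, the mean inhibition of sample wells plus 3 SD, cut at about 27% in these data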;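 note: 0% = acetylcholine EC80 with DMSO and 100% = DMSO without agonist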
* marks the source's active call; other numbers are inactive results; x = not tested or not shown.

SMILES | CHRM5 agonist | M4 ag | CHRM1 PAM | M4 PAM | CHRM5 PAM | CRFBP-R2 block | CHRM5 antagonist | CRFBP-R2 agonist | CHRM4 antagonist
CC(C)C(OC(=O)CN1C(=O)c2ccccc2C1=O)C(=O)NC1CCCCC1 (configuration not stated) | 0 | 1 | 19 | -9 | 12 | -16 | 2 | -1.5 | -11
CCOC(=O)C1CCCN(Cc2nc(N)nc(Nc3ccc(C)cc3)n2)C1 (configuration not stated) | 8 | 2 | -9 | -3 | -10 | -9 | -4 | -1.1 | -8
CCCc1nnc(NC(=O)CCC(=O)NCCc2ccc(OC)c(OC)c2)s1 | 1 | 0 | 10 | -3 | 8 | 5 | -10 | -2.4 | -9
CCOC(=O)N1CCC(NC(=O)c2cc(C(=O)Nc3ccc(OC)c(OC)c3)ccc2CO)CC1 | -6 | 1 | -1 | 7 | -7 | 20 | -7 | -0.4 | -6
CCOc1ccc(CN2C(=O)c3ccccc3C2C(=O)NCC2CCCO2)cc1 (configuration not stated) | -1 | 0 | 2 | -9 | 6 | 18 | 2 | 1.3 | 0
CC(C)C(=O)NCCSc1c[nH]c2ccccc12 | 1 | 1 | 4 | -1 | 2 | -7 | -2 | 1.2 | -3
O=[N+]([O-])c1cc(S(=O)(=O)NC2=NCCCCC2)ccc1NCC1CCCCC1 | -7 | 7 | -9 | -19 | -18 | 34 | 5 | 0.4 | -4
CCOC(=O)C1(C)CCCCCN1C(=O)/C=C/c1ccccc1 (configuration not stated) | 0 | 0 | -1 | -4 | -6 | x | 7 | x | -4
COc1ccc2c(c1)C(NS(=O)(=O)OCC(Cl)(Cl)Cl)CCC2 (configuration not stated) | -11 | 1 | -8 | -5 | -8 | -8 | 20 | 3.9 | 3
O=C(c1cccn2c(=O)c3ccccc3nc12)N1CCN(c2ccccn2)CC1 | -2 | 0 | 4 | -2 | -3 | 5 | 2 | -0.8 | 6
CC(=O)NC(=S)Nc1ccc(NC(=O)COc2ccc(Cl)cc2)cc1 | 1 | 7 | 0 | -10 | -8 | -31 | 9 | -4.2 | 11
Nc1ccc2ncccc2c1N | -1 | 1 | -3 | 7 | -3 | 1 | -3 | 2.8 | -10
O=S(=O)(NCc1nnc2c(C(F)(F)F)cc(Cl)cn12)c1ccccc1 | -4 | 1 | 1 | -4 | -10 | 5 | 21 | -1.6 | 3
CCCOc1ccc(CCC(=O)N/N=C/c2ccco2)cc1 | 1 | 0 | 6 | -4 | -5 | 7 | 3 | -1.7 | -12
CCCCCCCc1nc2c(=O)n(C)c3ccccc3c2o1 | 1 | 1 | 11 | 4 | -1 | 21 | -4 | 1.7 | 4
CCCCCCCCCC[n+]1cccc(C(=O)N(CC)CC)c1 | -10 | 0 | -25 | -17 | -15 | 11 | 8 | 4.5 | 44*
CCOc1ccc(CCNC(=O)c2nnn(CC(=O)Nc3ccc(OC)c(OC)c3)c2N)cc1OCC | -2 | -2 | 9 | 7 | 10 | 4 | -12 | -1.1 | -15
CCN(CC)C(=O)C(=O)Nc1cccc(Br)c1 | 2 | 1 | 7 | 1 | 3 | 2 | -7 | 0.1 | 1
Cc1c(N2C(=O)/C(=C/c3ccccc3)SC2=S)c(=O)n(-c2ccccc2)n1C | -7 | 2 | -22 | -9 | 3 | -2 | -2 | -0.7 | -4
C=CCNC(=O)CN1N=C(c2ccc(C)cc2)CCC1=O | -2 | 1 | 11 | 3 | 0 | 7 | 2 | -0.9 | -1
COc1ccc2c(C)c(C(=O)NCC(C)O)oc2c1OC (configuration not stated) | -3 | 1 | 2 | 5 | 4 | -7 | -6 | -1.6 | 10
CC1(C(=O)Nc2ccc3c(c2)OCCO3)CN(S(C)(=O)=O)CC(=O)N1Cc1ccco1 (configuration not stated) | 3 | 1 | x | 4 | -1 | x | -6 | x | -9
CN(CC(=O)N1CCN(c2ncccn2)CC1)S(=O)(=O)c1ccc(Cl)cc1 | -2 | 2 | 11 | 4 | -5 | 30 | -2 | -1.7 | -5
Cc1n[nH]c(=O)c2c(NC(=O)CSc3nc4ccccc4c(=O)n3C(C)C)oc(C)c12 | -1 | 0 | 1 | 5 | -3 | -6 | -3 | -9.7 | -13
COCc1cc(C)n(CC(=O)NCC2CCCO2)c(=O)c1C#N (configuration not stated) | -3 | 1 | 10 | 8 | 2 | 3 | 9 | 4.2 | -21
CN(C)S(=O)(=O)c1ccc(NC(=O)/C=C/c2ccccc2Cl)cc1 | -3 | 6 | 8 | -3 | 2 | -17 | 0 | -0.4 | 6
CC(=O)Nc1c(-c2ccc(C)cc2)nc2ccc(Cl)cn12 | 2 | 1 | 2 | -1 | -1 | -9 | 1 | -0.4 | 9
O=S(=O)(c1ccc(F)cc1)c1nc(-c2ccccc2)oc1N1CCOCC1 | -3 | 0 | 2 | 1 | 1 | -1 | 13 | -1.0 | -1
COc1cc(S(=O)(=O)Nc2ccccc2)ccc1NC=O | 0 | 1 | 6 | 0 | -7 | -10 | 6 | -1.5 | -1
CN1C(=O)C(C)(C)c2cc(S(=O)(=O)N3CCC(C(=O)NCc4ccccc4Cl)CC3)ccc21 | -2 | -1 | 14 | 5 | 0 | -6 | 0 | -0.1 | -20
COc1cccc(C2CC(c3ccc(F)cc3)Nc3nc(N)nn32)c1 (configuration not stated) | 4 | 3 | 2 | 3 | -5 | -18 | 1 | -0.2 | -12
COC(=O)CSc1nnc(-c2ccncc2)n1N | -1 | 0 | 6 | -6 | 2 | 5 | -10 | 0.3 | -1
Cc1ccc(C)c(N(CC(=O)NC2CCCC2)S(=O)(=O)c2ccccc2)c1 | -3 | 1 | 5 | 0 | -2 | -11 | 2 | -12 | 0
COc1cc(C(=O)NCCOc2cccc(C)c2)c(Br)c(OC)c1OC | -6 | 0 | 3 | -5 | 7 | 14 | -8 | -0.9 | 3
O=C1OC(Oc2ccccc2)(c2ccccc2)c2ccccc21 (configuration not stated) | -7 | -1 | -6 | -5 | -12 | 31 | -1 | 0.4 | -10
O=C(/C=C/c1ccc(Br)cc1)c1ccc(NC2=NCCCS2)cc1 | -5 | 11 | -14 | -13 | -9 | -32 | 5 | 3.4 | 4
CCOC(=O)Cn1cnc2scc(-c3ccccc3)c2c1=O | 0 | 2 | 5 | -4 | 1 | 4 | 5 | -1.2 | -6
O=C(COC(=O)c1ccc(S(=O)(=O)N2CCCC2)cc1)Nc1cccnc1Cl | -7 | 4 | 7 | 8 | -1 | -5 | 1 | -0.6 | -8
O=C(CNC(=O)c1ccc(Br)o1)Nc1ccncc1 | -1 | 0 | 14 | 3 | -3 | -3 | -1 | 1.4 | -5
COC(=O)c1cc(S(=O)(=O)Nc2ccc(C)cn2)c[nH]1 | -1 | 0 | 3 | -4 | -5 | 0 | 27* | -1.3 | 4
COc1ccc(-c2noc(CN(C)C(=O)CCCN3C(=O)[C@H]4CC=CC[C@H]4C3=O)n2)cc1 | 6 | 13 | -1 | -2 | 0 | -15 | -8 | 2.6 | -16
NC(=O)c1cnccc1C=Cc1ccccc1 | -3 | 0 | 0 | -1 | -13 | -13 | 23 | 1.9 | 9
COc1cccc(-c2nnc(SCc3nc4ccccc4s3)n2C)c1 | -2 | 1 | 6 | -5 | 0 | 8 | 4 | 1.0 | -7
O=C(Oc1ccc2c3c(c(=O)oc2c1)CCC3)c1ccco1 | -2 | 0 | 4 | 17 | 5 | -5 | -13 | 2.0 | -12
CC(C)(C)c1cc[n+](-c2[nH]c(=O)sc2/C=N/NC(=O)c2ccccc2[O-])cc1 | -4 | 2 | 5 | -1 | -1 | -14 | 13 | 6.8 | -3

Arranged by heavy-atom count (descending): eleven of the compounds above
SMILES | CHRM5 agonist | M4 ag | CHRM1 PAM | M4 PAM | CHRM5 PAM | CRFBP-R2 block | CHRM5 antagonist | CRFBP-R2 agonist | CHRM4 antagonist
COc1ccc(-c2noc(CN(C)C(=O)CCCN3C(=O)[C@H]4CC=CC[C@H]4C3=O)n2)cc1 | 6 | 13 | -1 | -2 | 0 | -15 | -8 | 2.6 | -16
CC(C)(C)c1cc[n+](-c2[nH]c(=O)sc2/C=N/NC(=O)c2ccccc2[O-])cc1 | -4 | 2 | 5 | -1 | -1 | -14 | 13 | 6.8 | -3
COc1cc(C(=O)NCCOc2cccc(C)c2)c(Br)c(OC)c1OC | -6 | 0 | 3 | -5 | 7 | 14 | -8 | -0.9 | 3
COc1cccc(C2CC(c3ccc(F)cc3)Nc3nc(N)nn32)c1 (configuration not stated) | 4 | 3 | 2 | 3 | -5 | -18 | 1 | -0.2 | -12
O=C(/C=C/c1ccc(Br)cc1)c1ccc(NC2=NCCCS2)cc1 | -5 | 11 | -14 | -13 | -9 | -32 | 5 | 3.4 | 4
O=C1OC(Oc2ccccc2)(c2ccccc2)c2ccccc21 (configuration not stated) | -7 | -1 | -6 | -5 | -12 | 31 | -1 | 0.4 | -10
CCOC(=O)Cn1cnc2scc(-c3ccccc3)c2c1=O | 0 | 2 | 5 | -4 | 1 | 4 | 5 | -1.2 | -6
COC(=O)c1cc(S(=O)(=O)Nc2ccc(C)cn2)c[nH]1 | -1 | 0 | 3 | -4 | -5 | 0 | 27* | -1.3 | 4
O=C(CNC(=O)c1ccc(Br)o1)Nc1ccncc1 | -1 | 0 | 14 | 3 | -3 | -3 | -1 | 1.4 | -5
COC(=O)CSc1nnc(-c2ccncc2)n1N | -1 | 0 | 6 | -6 | 2 | 5 | -10 | 0.3 | -1
NC(=O)c1cnccc1C=Cc1ccccc1 | -3 | 0 | 0 | -1 | -13 | -13 | 23 | 1.9 | 9

(cont.)
SMILES | CHRM5 agonist | M4 ag | CHRM1 PAM | M4 PAM | CHRM5 PAM | CRFBP-R2 block | CHRM5 antagonist | CRFBP-R2 agonist | CHRM4 antagonist
COc1cccc(C(=O)C2=NN(C(C)=O)CC2c2ccco2)c1 (configuration not stated) | -4 | -2 | 8 | 2 | 1 | 1 | 14 | -5.9 | -7
CN(C)/C=C/C(=O)c1ccc(Br)s1 | -3 | 2 | 2 | 6 | -4 | -4 | -1 | -1.6 | -18
CCOc1ccc(Oc2ccc(Cl)cc2N)cc1 | -9 | -2 | 2 | 3 | 3 | 34 | 3 | -0.8 | -5
Cc1noc(C)c1S(=O)(=O)Nc1ccc(C(=O)N2CCN(c3ccc(F)cc3)CC2)cc1 | 2 | 9 | -5 | -3 | -12 | 10 | 13 | 0.7 | 2
O=C(Nc1ccccc1C(=O)O)c1ccc(NC(=O)C2CC2)cc1 | -2 | -1 | 7 | 10 | 5 | 9 | -7 | -1.9 | 2
